# Screening data (PubChem)
# 12-LOX inh – blocks human arachidonate 12S-lipoxygenase | Potency, µM (highest dose often 108 µM), inactives show top-dose activity change, negative = inhibition, most hits filed as inhibitors | 1.1% of 580,000 active | purified 12hLO, xylenol orange hydroperoxide absorbance; also: potency is read from the fitted curve at half-maximal effect; % is scaled to controls: 0 for no effect and ±100 for the full control effect
#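 Hydroperoxide product was detected by ferrous iron/xylenol orange as the 573 to 405 nm absorbance ratio. Arachidonic acid at 40 uM (final) was turned over for 30 min at room temperature by 150 nM human 12hLO, pH 7.0 Hepes buffer, after 15 min compound preincubation.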
# RGS4 inhibitor – human RGS4 inhibition; P49798; Transcreener GDP fluorescence polarization, RGS4-accelerated GTP hydrolysis; Potency, µM (highest dose often 114 µM), inactives show at the top dose activity change, negative = inhibition, usual class: inhibitors; 0.039% of 390,000 active; also: potency is read from the fitted curve at half-maximal effect; % is scaled to controls: 0 for no effect and ±100 for the full control effect; nearly all actives have a fitted effect of over 75% in size; some results filed as inactive show a strong effect at the top dose
# Target sequence (P49798 whole entry, looked up): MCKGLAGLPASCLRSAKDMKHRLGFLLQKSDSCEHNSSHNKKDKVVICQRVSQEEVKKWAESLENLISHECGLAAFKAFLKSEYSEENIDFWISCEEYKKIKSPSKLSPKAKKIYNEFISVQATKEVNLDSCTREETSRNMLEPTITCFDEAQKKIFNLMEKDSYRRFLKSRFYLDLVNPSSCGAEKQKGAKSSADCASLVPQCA
#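 MLSMR compounds (23 nl, pin-transferred) preincubated 10 min at room temperature with a 500nM (2x) first reagent, then RGS4 at 900nM (2x) plus Transcreener GDP mix added; fluorescence polarization (620/688 nm) read before and after 90 min at 30 °C.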
# JMJD2A Tudor – JMJD2A Tudor domain (human) inhibition; AlphaScreen JMJD2A-Tudor / H3K4me3 peptide binding; Potency, µM (top dose mostly 114 µM), without a hit: at the highest dose activity change, negative = inhibition, most hits filed as inhibitors; 4.4% of 390,000 active; AID 504339; also: potency is read from the fitted curve at half-maximal effect; % is scaled to controls: 0 for no effect and ±100 for the full control effect; nearly all actives have a fitted effect of over 50% in size
# GLS inh – glutaminase GLS (human) inhibition. GLS enzymatic activity, qHTS titration. Potency, µM (top dose mostly 45.5 µM), without a hit: top-dose activity change, negative = inhibition, most hits filed as inhibitors. 0.21% of 410,000 active; also: potency is read from the fitted curve at half-maximal effect; % is scaled to controls: 0 for no effect and ±100 for the full control effect
#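 hKGA in 45 mM KH2PO4 pH 8.2, 0.02% Tween-20 with pin-transferred compounds; 1 mM L-glutamine (stock) plus glutamate oxidase/HRP/Amplex Red coupling added. Fluorescence read initially and after 30 min at RT.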
# G9a inh – G9a (human) methyltransferase inhibition; Potency, µM (series often up to 102 µM), inactives show top-dose activity, negative = inhibition, most hits filed as inhibitors; 8.8% of 350,000 active; Q96KQ7; AID 504332; G9a H3K9 monomethylation, AlphaScreen, 2 h; also: potency is read from the fitted curve at half-maximal effect; % is scaled to controls: 0 for no effect and ±100 for the full control effect; nearly all actives have a fitted effect of over 75% in size
# Target sequence (Q96KQ7 913-1193 limits assumed): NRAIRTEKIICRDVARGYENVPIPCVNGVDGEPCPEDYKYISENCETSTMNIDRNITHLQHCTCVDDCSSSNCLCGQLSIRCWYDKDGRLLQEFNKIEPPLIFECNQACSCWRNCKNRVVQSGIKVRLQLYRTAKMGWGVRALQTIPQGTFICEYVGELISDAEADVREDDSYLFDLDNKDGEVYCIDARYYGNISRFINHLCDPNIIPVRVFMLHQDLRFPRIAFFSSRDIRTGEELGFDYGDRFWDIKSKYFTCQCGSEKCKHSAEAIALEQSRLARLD
#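 AlphaScreen read-out: biotin-H3K9 peptide (500 nM) methylation by 20 nM enzyme with 20 uM SAM, 2 h at room temperature after 15 min compound preincubation; anti-monomethyl H3K9 antibody plus donor/acceptor beads, 10 min dark.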
# ERG Ets-DNA blk – inhibitors of human ERG Ets domain-DNA interaction; P11308; fluorescence polarization, His-ERG Ets domain / labelled DNA; Potency, µM (highest dose often 76.9 µM), for the others: top-dose FP activity, negative = inhibition, hits mostly inhibitors; 0.028% of 370,000 active; AID 624246; active = well fitted inhibition curve with a large enough effect in the polarisation, with a control signal flat; inconclusive = small, poorly fitted or top-dose-only effect, or effect the other way, or a change in a side signal; inactive = no such curve, though single readings can be large or run the other way; the % refers to the polarisation;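 also: polarization taken with two DNA probes labelled with fluorescein and Texas red; potency is read from the fitted curve at half-maximal effect; % of control where 0% means no effect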
#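 His-tagged ERG Ets domain (1 uM in the protein solution; 300mM KCl, 50mM Tris-HCl, 1mM EDTA, 1mM DTT, pH 7.5) received compound, then a probe mix of 5 nM fluorescein-DNA and 100nM Texas-615-DNA. Fluorescence polarization was read for both dyes.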
# BAZ2B inh – BAZ2B (human) inhibition. Q9UIF8. AlphaScreen BAZ2B-H3K14Ac peptide displacement. Potency, µM (top dose mostly 114 µM), for the others: top-dose activity change, negative = inhibition, actives largely listed as inhibitors. 4.4% of 360,000 active; also: potency is read from the fitted curve at half-maximal effect; % is scaled to controls: 0 for no effect and ±100 for the full control effect; nearly all actives have a fitted effect of over 60% in size
#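 In this displacement format the biotinylated H3(5-23) peptide acetylated at Lys14 serves as ligand at 50 nM, with BAZ2B at 50 nM in PBS pH 7.4 containing 0.01% Tween-20. Donor and acceptor beads are 10 ug/mL final.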
# HP1b chromo inh – inhibitors of HP1-beta chromodomain binding to methylated histone tails; P83916; AID 540317; Potency, µM (titrated, usually from 114 µM), for the others: top-dose activity change, negative = inhibition, most hits filed as inhibitors; AlphaScreen HP1-beta / biotin-H3K9me3 peptide binding; 0.56% of 390,000 active; also: potency is read from the fitted curve at half-maximal effect; nearly all actives have a fitted effect of over 70% in size; inactives centre near 23
# Target sequence (P83916 whole entry, looked up): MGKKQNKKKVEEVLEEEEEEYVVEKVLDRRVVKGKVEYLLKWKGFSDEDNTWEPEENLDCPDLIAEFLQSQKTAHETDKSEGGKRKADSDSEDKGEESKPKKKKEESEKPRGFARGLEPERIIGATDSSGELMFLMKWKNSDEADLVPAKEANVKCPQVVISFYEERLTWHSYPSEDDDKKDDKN
#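 Compound inhibition of the preformed complex between 50 nM HP1-beta and 50 nM biotinylated H3K9me3 peptide was read by AlphaScreen. Buffer was PBS pH 7.4 with 0.01% Tween-20. Incubations ran 30 min at room temperature, with 10 ug/mL donor/acceptor beads.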
# PI4K2A inh – inhibitors of human PI4K2A. purified PI4K2A, ADP-Glo luminescence, 1 h; active compounds read low. 0.13% of 420,000 active. Q9BTU6. activity change, negative = inhibition, % at 76.9 µM; in the data active = activity change below about -50%; inconclusive = mostly about -30% to -49%;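 also: -100% = wells without enzyme as full effect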
#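 ADP-Glo luminescence measured ADP generated by PI4K2A enzyme (4 ug/mL before mixing) with 1.2 mM PI substrate (pre-mix) and 300 microM ATP (pre-mix). Tris pH7.5 buffer with MgCl2, Triton X-100; 1 h reaction at ambient temperature.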
# Starred values were filed as active, the others as inactive; ? = inconclusive; . = no result given; ! = not active in a repeat; [ ] = another dose, or the depositor's remark. Unless noted, calls follow the shape of the dose curve; as a rule, active = well fitted curve in the direction sought with a large enough effect; inconclusive = small, poorly fitted or top-dose-only effect, or another doubt; inactive = no such curve, though single readings can be large; an effect the other way counts as inactive or inconclusive. Not all compounds are listed (hit frequency here may not be typical).
SMILES,12-LOX inh,RGS4 inhibitor,JMJD2A Tudor,GLS inh,G9a inh,ERG Ets-DNA blk,BAZ2B inh,HP1b chromo inh,PI4K2A inh
O=c1[nH]c(=S)n(C2CC2)c(O)c1C=Nc1cccc(C(F)(F)F)c1,11%,-30%,-1%,-3%,?,-2%,-4%,33%,9
CCOP(=O)(OCC)c1nc(-c2ccc(Br)cc2)oc1N1CCCCC1,0%,-19%,-18%,9%,-46%,-2%,-30%,44%[activator],-3
CC(C)CC(=O)Nc1ccc(C(=O)Cn2c(=O)oc3ccccc32)cc1,-1%,10%,-30%,-3%,-4%,-2%,?,8%,-4
COC(=O)C1=C(C(=O)OC)C2c3ccccc3C1c1ccccc12,2%,-28%,-10%,-6%,.,-9%,.,12%,2
CCOP(=O)(OCC)C(O)c1ccc(OC)c(OC)c1 (centres undefined),0%,21%,-9%,9%,34%[0.501 µM],-2%,2%,21%,7
C1=C(c2ccccc2)CCNC1,-3%,-7%,-12%,6%,.,0%,3%,9%,1
O=S(=O)(O)c1cc(O)ccc1O,4%,5%,79µM*,-19%,10µM*,0%,3%,?,4
CC(C)c1ccc(-n2c(O)c(C=NCCN3CCNCC3)c(=O)[nH]c2=S)cc1,215%[activator],-16%,-12%,-1%,?,5%,?,80%[activator],-4
COC(=O)C1=C(c2ccc(OC)c(OC)c2)C[C@@H]2CC[C@H]1N2C(=O)NCc1cc(C)oc1C(F)(F)F,?,-2%,-15%,1%,-6%[0.501 µM],0%,-4%,24%,2
CC1OC(NCCc2ccccc2)C(O)C(O)C1O (centres undefined),1%,-31%,2%,-6%,7%[59 µM],-3%,-6%,30%,3
O=c1[nH]c(=O)n(-c2cccc(Cl)c2)c(O)c1C=NCCN1CCCCC1,10%,-15%,-10%,3%,6%[59 µM],.,0%,33%,1
C(=NC12CN3CN(CN(C3)C1)C2)c1cccs1,5%,-17%,-5%,-2%,13%[0.501 µM],.,6%,26%,1
Oc1cc(Cl)cc(Cl)c1Cl,-5%,-6%,-17%,4%,8%[0.501 µM],-6%,-1%,28%,2
O=P(O)(O)/C=C(\Cl)c1ccccc1,0%,30%,?,3%,-10%[12.7 µM],1%,-8%,18%,0
CC(=NCc1ccco1)c1c(O)n(-c2ccc(Cl)cc2)c(=O)[nH]c1=O,?,1%,0%,0%,.,15%,3%,51%[activator],2
N#Cc1cn(C2OC(CO)C(O)C2O)c2ncnc(N)c12 (centres undefined),-26%,-35%,-5%,-10%,.,.,.,34%[activator],-51*
COc1ccc(-n2c(O)c(C(C)=NCC3CCCO3)c(=O)[nH]c2=O)cc1 (centres undefined),218%[activator],-11%,-2%,-1%,.,4%,6%,10%,0
CC12CN3CC(C)(CN(C1)C3c1ccco1)C2=O (centres undefined),25%,-48%,-1%,-2%,-25%,-2%,2%,57%[activator],0
CN1CCc2nc3sc(C(=O)NC(C)(C)C)c(N)c3cc2C1,9%,0%,-31%,1%,-22%,3%,-4%[57.1 µM],8%,-1
CC(=O)Nc1ccccc1C(=O)OCc1ccc(C(=O)c2ccccc2)cc1,18%,23%,21%,5%,63%[activator],1%,0%,46%,-3
C=CCn1c(O)c(C(CC)=Nc2ccc3c(c2)CCC3)c(=O)[nH]c1=O,?,2%,-23%,4%,2%,-3%,-21%,-1%,4
O/N=C1/C(=C\c2ccccc2)N2CCC1CC2,10%,-13%,-2%,32%[activator],-23%,-8%,-6%,33%,-1
Cc1ccccc1-n1c(/C=C/c2ccc(O)cc2)nc2ccccc2c1=O,?,0%,-14%,0%,15%[59 µM],-1%,9%,64%[activator],0
CCCCCCn1c(O)c(C=NCCN2CCOCC2)c(=O)[nH]c1=O,17%,-3%,-14%,-4%,-16%,-4%,-1%,20%,0
COc1ccc(OCC(=O)N2CCCC(N3CCN(c4ccccc4C)CC3)C2)cc1 (centres undefined),-5%,-22%,-26%,17%,21%[0.501 µM],-4%,-32%,5%,-2
SMILES,12-LOX inh,RGS4 inhibitor,JMJD2A Tudor,GLS inh,G9a inh,ERG Ets-DNA blk,BAZ2B inh,HP1b chromo inh,PI4K2A inh
O/N=C1\CCC2CN(C3CCCCC3)CC2C1 (centres undefined),85%[activator],5%,-7%,-5%,-2%[59 µM],-5%,9%,25%,-6
CCOP(=O)(OCC)C1(O)C(=O)Nc2ccccc21 (centres undefined),14%,15%,-19%,4%,9%[59 µM],3%,-5%,17%,2
Cc1ccc(-c2nc3ccccc3c(=O)n2-c2ncccc2C)cc1,0%,12%,2%,-6%,-17%[12.7 µM],3%,0%[57.1 µM],6%,-4
O=[N+]([O-])c1ccc(N2CCOCC2)c2cccnc12,?,15%,-4%,-1%,-28%,-5%,-18%,29%,0
O=C(c1ccc(Cl)cc1)C1CCCN(Cc2cccc3cnccc23)C1 (centres undefined),9%,5%,-31%,-4%,?,-2%,-26%,20%,3
NC(CP(=O)(O)O)C(=O)O (centres undefined),?,10%[56.9 µM],.,.,27µM*!,.,.,.,4
COC(=O)C1=C(c2ccc(OC)c(OC)c2)C[C@@H]2CC[C@H]1N2C(=O)NCCOc1ccccc1Cl,5%,1%,-9%,1%,16%[2.33 µM],2%,0%,46%[activator],-1
CC(=NCCc1c[nH]c2ccccc12)c1c(O)n(Cc2ccccc2)c(=O)[nH]c1=O,294%[activator],-37%,-11%,7%,-1%,-3%[15.4 µM],-5%,25%,-3
COc1ccc(CCNC2CCCCC2)cc1OC,8%,-3%,-3%,27%,-5%,-2%,-16%,17%,-4
CC(N)Cc1c[nH]c2c1ccc1ccccc12 (centres undefined),?,27%,?,14%,-6%[0.501 µM],4%,?,-12%,-1
O=S(=O)(c1ccccc1)N1CN2CCN(C2)C1,3%,-17%,-3%,-1%,-17%,8%,1%,38%,2
Cc1cccn2c(=O)c3c(nc12)N1CCCCC1C1(C3)C(=O)N(C)C(=O)N(C)C1=O (centres undefined),-27%,11%,-19%,4%,-26%,13%,-22%,24%,4
COC(=O)C1=C(c2ccccc2OCc2ccccc2)C[C@@H]2CC[C@H]1N2C(=O)NC1CCN(Cc2ccccc2)CC1,?,19%,?,6%,8%[0.501 µM],6%,-33%,-3%,-3
CCOC(=O)C1CCN(/C=C2\C(=O)NC(=S)N(CC)C2=O)CC1,-19%,-29%,-12%,37%[activator],-7%,3%,-1%,67%[activator],-2
CN1C(=O)C(=Cc2cn(CC(=O)N3CCCC3)c3ccccc23)C(=O)N(C)C1=O,3%,-7%,-16%,-7%,28µM*,-11%,-21%,5%,-4
COc1ccc(C2NCc3ccc4c(c3-n3cccc32)OCO4)cc1O (centres undefined),.,-16%,-24%,14%,-37%[12.7 µM],-2%,?,-19%,-2
CC(=O)OCC12CC(OC(=O)CC(C)C)C(C)=CC1OC1C(O)C(OC(C)=O)C2(C)C12CO2 (centres undefined),11%,-17%,-1%,-4%,.,.,.,40%[activator],5
CC(C)C12CN3CCN(CC(C3)C1O)C2 (centres undefined),-1%,1%,-5%,0%,11%[59 µM],2%,1%,26%,-1
CCN(CC)c1ccc(/C=C2\C(=O)NC(=O)N(Cc3ccco3)C2=O)cc1,45µM*,?,?,18%,?,52%[activator],50µM*,-12%,-28
CC12CCC3C(CC=C4CC(O)CCC43C)C1CC(=CN1CCOCC1)C2=O (centres undefined),-3%,12%,-19%,5%,.,-4%,.,-18%,-10
COC(=O)C1=C(c2ccc(F)cc2OCc2ccccc2)C[C@@H]2CC[C@H]1N2C(=O)N1CCC(O)CC1,.,-10%,-16%,0%,20%[2.33 µM],9%,-1%,24%,1
Cn1cc(C(=O)OCC(=O)NC2CCCC2)c2ccccc21,16%,-27%,-1%,-2%,14%[59 µM],5%,5%,22%,-3
CC(=O)N1N=C2C3CCN(CC3)C2C1c1ccc(C)cc1 (centres undefined),20%,17%,-3%,18%,-7%,1%,-3%,43%[activator],1
Nc1ccc(CC2=NCCN2)cc1,?,9%,6%,6%,.,17%,.,52%[activator],-3
COc1cc(OC)c(OC)cc1/C=C1/C(=O)NC(=O)N(Cc2ccccc2)C1=O,?,?,-19%,8%,50µM*,5%,-18%,22%,-53*

# 6 entries out of the list, sorted by molecular weight, lowest first.
SMILES,12-LOX inh,RGS4 inhibitor,JMJD2A Tudor,GLS inh,G9a inh,ERG Ets-DNA blk,BAZ2B inh,HP1b chromo inh,PI4K2A inh
Cn1cc(C(=O)OCC(=O)NC2CCCC2)c2ccccc21,16%,-27%,-1%,-2%,14%[59 µM],5%,5%,22%,-3
CCOC(=O)C1CCN(/C=C2\C(=O)NC(=S)N(CC)C2=O)CC1,-19%,-29%,-12%,37%[activator],-7%,3%,-1%,67%[activator],-2
COc1ccc(C2NCc3ccc4c(c3-n3cccc32)OCO4)cc1O (centres undefined),.,-16%,-24%,14%,-37%[12.7 µM],-2%,?,-19%,-2
O=C(c1ccc(Cl)cc1)C1CCCN(Cc2cccc3cnccc23)C1 (centres undefined),9%,5%,-31%,-4%,?,-2%,-26%,20%,3
Cc1cccn2c(=O)c3c(nc12)N1CCCCC1C1(C3)C(=O)N(C)C(=O)N(C)C1=O (centres undefined),-27%,11%,-19%,4%,-26%,13%,-22%,24%,4
CC(=O)OCC12CC(OC(=O)CC(C)C)C(C)=CC1OC1C(O)C(OC(C)=O)C2(C)C12CO2 (centres undefined),11%,-17%,-1%,-4%,.,.,.,40%[activator],5
